aSyn tox rescue: inhibitors of alpha-synuclein toxicity in yeast | S. cerevisiae alpha-synuclein toxicity rescue, BacTiter-Glo growth, 24 h | Potency, µM (series often up to 46.1 µM), for the others: at the highest dose growth rescue (activation), hits mostly activators | 0.02% of 94,000 active | AID 1347070; active = well fitted activation curve with a large enough effect; inconclusive = small, poorly fitted or top-dose-only effect; also: 0% is about no effect
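Growth restoration measured by BacTiter-Glo luminescence after 24 hr at 30 deg C; alpha-synuclein yeast, raffinose-pregrown to mid-log, were added at OD600=0.02 in galactose medium onto pinned compounds.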
* marks the source's active call; other numbers are inactive results; ? = inconclusive; & = joins results of further samples; [ ] = dose if it differs, or a comment. Potency is read from the fitted curve at half-maximal effect. An excerpt; rates above refer to the full screens.

SMILES	aSyn tox rescue
Cc1cc(C)c(C2=Nn3c(C)nnc3SC2C)cc1C (stereo unspecified)	3%
Cc1cccc(NC(=O)CNC(=O)COc2ccc(-c3ccc(C#N)cc3)cc2)c1C	0%
Cc1nn(Cc2ccc(F)cc2)c(Cl)c1/C=N/NC(=O)c1ccccc1	-3%
O=C(COc1ccccc1)Nc1ccc(N2CCCCC2)cc1	-11%
COc1ccc(-c2cn3cccnc3n2)cc1NC(=O)Nc1ccc(Cl)cc1	4%
CC(=O)c1ccc(OCCCC(=O)N2CCN(S(=O)(=O)c3ccc(C(C)C)cc3)CC2)cc1	-6%
CC1CCc2ccccc2N1CC(=O)Nc1cccc(S(=O)(=O)N2CCCC2)c1 (stereo unspecified)	1%
CCn1ccc2cc(S(=O)(=O)N3CCCN(C(=O)Nc4ccc(C)cc4Cl)CC3)ccc21	-2%
Nc1c(C(=O)Nc2cccc(C(F)(F)F)c2)c2ccccn2c1C(=O)c1ccccc1	-5%
Cc1cccc(C)c1OCCCCn1c(C2CC(=O)N(c3ccc(F)cc3)C2)nc2ccccc21 (stereo unspecified)	6%
CCC(C(=O)Nc1ccc(C)c(C)c1)n1c(=O)c(C(F)(F)F)nc2ccccc21 (stereo unspecified)	-5%
O=C(CNC(=O)c1ccccc1Cl)NC1CCN(Cc2ccccc2)CC1	11%
COc1ccc(OCC(=O)NCC(c2ccc(OC)cc2)N2CCOCC2)cc1 (stereo unspecified)	-2%
CCOc1cc(/C=N/Nc2nc(=O)[nH]nc2C)ccc1O	-13%
CCc1ccc(NC(=O)CC(c2cc(OC)c(OC)c(OC)c2)N2Cc3ccccc3C2=O)cc1 (stereo unspecified)	2%
COc1ccc(S(=O)(=O)c2c(C)c(NS(=O)(=O)c3ccccc3)cc(C)c2O)cc1	24%&18%
CSc1ccc(CNC(=O)C2CCC(=O)N(CCc3ccc(Cl)cc3)C2)cc1 (stereo unspecified)	9%
O=C(c1ccc2c(c1)N(Cc1cccc(F)c1)C(=O)c1ccccc1S2)N1CCOCC1	10%
CCCCn1c(=NC(=O)c2cc3ccccc3o2)c(C(=O)OCC)cc2c(=O)n3ccccc3nc21	2%
Cc1ccc(-c2nn(-c3ccccc3)cc2C(=O)N2CCN(c3ccccn3)CC2)cc1	4%
CCCCCN(C(=O)CCC(=O)OCC(=O)NCCc1ccccc1)c1c(N)n(CCCC)c(=O)[nH]c1=O	4%
CN(C(=O)CSc1cn(CC(=O)N2CCCCC2)c2ccccc12)c1ccccc1	5%
Cc1cc(C)n2nc(CNC(=O)c3ccccc3Cl)nc2n1	-3%
Clc1ccc(-c2nc3c4cnn(-c5ccccc5Br)c4ncn3n2)c(Cl)c1	3%
CCN(CC)Cc1c(C)[nH]c2ccc(NC(C)=O)cc2c1=O	1%

Overlap with the part before: 2 entries, followed by the next part.
SMILES	aSyn tox rescue
Clc1ccc(-c2nc3c4cnn(-c5ccccc5Br)c4ncn3n2)c(Cl)c1	3%
CCN(CC)Cc1c(C)[nH]c2ccc(NC(C)=O)cc2c1=O	1%
Nc1ccc(NC(=O)Nc2ccc(N)cc2)cc1	10%
CS(=O)(=O)Nc1ccc(C(=O)NCCSCc2c(F)cccc2Cl)cc1	18%
COc1ccc(NC(=O)CN(C)CC(=O)Nc2sc3c(c2C(N)=O)CCC3)cc1	-5%
Cc1ccn2c(=O)c(NC(=O)c3ccc4c(c3)OCO4)c(C)nc2c1	-2%
COc1ccccc1NC(=O)c1cc2c(C)nn(-c3ccccc3)c2s1	-31%[inhibitor]
CCOC(=O)c1ccc(CN(Cc2ccc(F)cc2)S(=O)(=O)c2ccc(F)c(C(=O)Nc3c(C)cccc3C)c2)cc1	4%
Cc1nc(C(F)(F)F)ccc1C(=O)Nc1ccc(C(F)(F)F)cn1	-8%
Cc1cccc(C)c1N1C(=O)[C@@H]2C(c3ccccc3Cl)=NO[C@@H]2C1=O	5%
CCOC(=O)Cn1c(=O)n(C2CCCCC2)c2nc(-c3ccc(C(C)C)cc3)nc(C(N)=O)c21	7%
O=C(Nc1c2c(nn1-c1ccccc1)CS(=O)(=O)C2)C1CC1	-2%
CC1(c2ccc([N+](=O)[O-])cc2)NC(=O)N(CC(=O)Nc2cccnc2Cl)C1=O (stereo unspecified)	-4%
COc1ccc(OC)c(NC(=O)c2cc(CN3CCCC3)on2)c1	3%
COC(=O)c1ccc(OCC2c3cc(OC)c(OC)cc3CCN2C(=O)Cc2ccc(OC)cc2)cc1 (stereo unspecified)	2%
O=C(NCCn1cc(SCc2ccc(F)cc2)c2ccccc21)c1c(F)cccc1F	1%&0%
O=c1c(-c2ccccc2Cl)c[nH]n1-c1ccccc1	-11%
C[C@@H]1C[C@@H]2O[C@H]2/C=C\C=C\C(=O)Cc2c(Cl)c(O)cc(O)c2C(=O)O1	6%
COc1ccc(-n2c(=S)[nH]c(=O)c3cccnc32)cc1	5%
Cc1ccc2nc(SCC(=O)NCCc3ccccc3)nc(=O)n2c1	-3%
Cc1ccc(-c2nnc(Nc3ccc(O)cc3)c3ccccc23)cc1S(=O)(=O)N1CCCCC1	10%
COc1ccc(-c2cc(C(F)(F)F)nc(SCCC(=O)Nc3ccc(O)cc3)n2)cc1	-7%
CCOc1ccc(-c2nnc(SCC(=O)Nc3cc(C)ccc3OC)o2)cc1	-8%
Cc1c(NC(=O)CSc2nnnn2-c2ccc(C(=O)O)cc2)c(=O)n(-c2ccccc2)n1C	-1%
Cc1cccc(N(C(=O)c2snc(C(N)=O)c2N)C(C(=O)NCC2CCCO2)c2c[nH]c3ccccc23)c1 (stereo unspecified)	1%
Cc1ccc(NC(=O)C(=O)NCC(c2ccc3c(c2)OCO3)N2CCOCC2)c(C)c1 (stereo unspecified)	3%
C[C@H]1CN([C@@H](C)CO)C(=O)CCCn2nncc2CO[C@@H]1CN(C)S(=O)(=O)c1ccc(Oc2ccccc2)nc1	0%

2 compounds picked at random from those above, as already listed:
SMILES	aSyn tox rescue
COc1ccc(-n2c(=S)[nH]c(=O)c3cccnc32)cc1	5%
Cc1ccn2c(=O)c(NC(=O)c3ccc4c(c3)OCO4)c(C)nc2c1	-2%

Remaining list, next part.
SMILES	aSyn tox rescue
CCCN1C(C(=O)c2ccccc2)=C(OC(=O)COc2ccccc2)c2ccccc2S1(=O)=O	?
CCOc1cc(/C=N/NC(=O)c2cc(-c3cccc(OC)c3)nc3ccccc23)ccc1O	-4%
COc1ccc(-c2nc(CCNC(=O)c3cccs3)cs2)cc1OC	-20%
COc1ccc(C(=O)N2CCN(S(=O)(=O)c3ccc(C)cc3C)CC2)cc1OC	-6%
Cc1ccc2nc(-c3cc(NC(=O)c4ccc5c(c4)OCCO5)ccc3Cl)oc2c1	-2%
Cc1onc(-c2ccccc2)c1C(=O)OCC(=O)c1ccc(F)cc1	9%
C[C@H](CO)N1C[C@H](C)[C@@H](CN(C)C(=O)CC2CC2)Oc2cc(Br)ccc2S1(=O)=O	-8%
Cc1ccc(NC(=O)C2CCN(c3nn4c(=O)cc(C)nc4s3)CC2)cc1	-2%
O=C(O)CCc1nn2c3ccccc3nc2n(Cc2ccccc2)c1=O	4%
COc1ccc(NC(=O)c2ccc(NC(=O)CSc3nccc(=O)[nH]3)cc2)cc1	-10%
CC(=O)Nc1nonc1-c1nnc(SCC(=O)Nc2ccccc2Cl)n1C	3%
CC(O)CNc1ncnc2cc(-c3ccc(F)cc3)sc12 (stereo unspecified)	-5%
COc1ccc(S(=O)(=O)NCc2cccnc2)c(Cl)c1Cl	4%
Cc1ccc2c(c1)Cc1c(nc(-c3ccc(F)cc3)nc1SCC(=O)N1CCCCC1)O2	-10%
Cc1cccc(C)c1Nc1c(-c2ccsc2)nc2cccc(C)n12	-5%
O=C1CN(C(=O)c2ccc(F)c(S(=O)(=O)N3CCOCC3)c2)c2ccccc2N1	6%
CCC(=O)N1CCc2cc(Br)cc(S(=O)(=O)N3CCN(c4ccc(C(C)=O)cc4)CC3)c21	17%
CCC(=O)C1=C(c2ccc(OC)c(OC)c2)N(C(=O)CC)n2c(nnc2-c2ccc(C)cc2)S1	1%
O=C(Cn1nnc(-c2ccccc2F)n1)NCc1ccco1	-6%
COc1ccccc1CN1CCC(CNC(=O)c2cnn(-c3ccc(Cl)cc3)c2C2CCN(C(=O)OC(C)(C)C)CC2)CC1	-8%
Cc1cccc(NC(=O)C(=O)NCCCN2CCOCC2)c1	-6%
CCc1ccc(OCC(=O)N(Cc2ccco2)Cc2ccccc2Cl)cc1	11%
CC(=O)N1CCCC1c1nc2ccccc2n1Cc1c(F)cccc1Cl (stereo unspecified)	6%
COCCNC(=S)N1CCN(c2cccc(C)c2C)CC1	9%
COc1cc(OC)c(NC(=O)Cn2cnc3sc(C)c(S(=O)(=O)N4CCN(C)CC4)c3c2=O)cc1Cl	-9%

Some of the entries so far, with each value named:
CCC(=O)N1CCc2cc(Br)cc(S(=O)(=O)N3CCN(c4ccc(C(C)=O)cc4)CC3)c21
- aSyn tox rescue = 17%

O=C1CN(C(=O)c2ccc(F)c(S(=O)(=O)N3CCOCC3)c2)c2ccccc2N1
- aSyn tox rescue = 6%

Cc1onc(-c2ccccc2)c1C(=O)OCC(=O)c1ccc(F)cc1
- aSyn tox rescue = 9%

COc1ccc(-c2nc(CCNC(=O)c3cccs3)cs2)cc1OC
- aSyn tox rescue = -20%

(next part)
SMILES	aSyn tox rescue
O=C(CN1C2CCCC1CC(NC(=O)C1CCCCC1)C2)Nc1ccccc1C(F)(F)F (stereo unspecified)	-4%
CN1CCN(C(CNS(=O)(=O)c2cccs2)c2cccnc2)CC1 (stereo unspecified)	-3%
COc1ccc(N(C(=O)c2ccco2)C(C(=O)NC2CCCC2)c2ccccc2)cc1 (stereo unspecified)	-1%
O=C(OCC(=O)c1c[nH]c2ccccc12)c1ccc(F)c(S(=O)(=O)N2CCOCC2)c1	12%
CC(C)CC1C(=O)N(Cc2cn(CCC3OCCCO3)nn2)CCS(=O)(=O)N1Cc1ccc(-c2ccc(Cl)nc2)cc1 (stereo unspecified)	0%
O=C(Cc1ccc(Cl)c(Cl)c1)Nc1cccnc1	4%
COc1cc(C(=O)NCCc2cn3ccc(C)cc3n2)cc(OC)c1OC	-1%
CCN(CC)P(=O)(Nc1ccc(Br)cc1)c1c(C)nn(CCC#N)c1NC(=O)c1ccc(Cl)cc1 (stereo unspecified)	2%
CC(=O)c1cccc(NC(=O)c2cc(C)nc3c2c(C)nn3-c2cccc(Cl)c2C)c1	7%
Cc1ccc(S(=O)(=O)c2[nH]c(-c3ccccc3)nc2SCCC(=O)O)cc1	4%
CCS(=O)(=O)Nc1ccc2c(c1)OCO2	4%
CCCCNC(=O)COC(=O)CNC(=O)c1cc(Cl)cc([N+](=O)[O-])c1	4%
Cc1ccc(CCNC(=O)c2c(C)oc3ncn(CC(C)C)c(=O)c23)cc1	-1%
Cc1cc(C)c2c(=O)c3c(oc2c1)C(=O)N(Cc1ccc(F)cc1)C3c1cccc(O)c1 (stereo unspecified)	13%
O=C(N/N=C/c1cccc([N+](=O)[O-])c1)C1COc2ccccc2O1 (stereo unspecified)	6%
O=C(CSc1nc2ccccc2c2c1CCCC2)N1CCOCC1	30%
COC(=O)c1c(-c2cccs2)csc1NC(=O)c1ccc(C(C)(C)C)cc1	-48%[inhibitor]
CCOc1ccccc1NC(=O)c1c(C)cc(C)nc1SCC(=O)c1cccc(OC)c1	6%
COc1ccc(NC(=O)CN(C)C(=O)CCCN2C(=O)c3cccc4cccc(c34)C2=O)cc1	-1%
Cc1ccc(-n2nnnc2CNC(=O)c2cc(C(F)(F)F)cc(C(F)(F)F)c2)cc1C	-11%
CCOc1ccc(/C=N/Nc2cc(N3CCOCC3)ncn2)c(O)c1	0%
COc1ccc(-c2cc(C(F)(F)F)n3nc(C(=O)Nc4cc(Cl)cc(Cl)c4)cc3n2)cc1	-2%
COc1ccc(-c2nn(-c3ccccc3C)cc2CNC(C)c2cn(C)nc2C)cc1F (stereo unspecified)	-7%
COc1cccc(-n2c(SCC(=O)N3CCc4ccccc43)nnc2-c2c[nH]c3ccccc23)c1	2%
CC(=O)c1cccc(NC(=O)C(C)N2CCc3ccccc3C2)c1 (stereo unspecified)	-6%
CCOC(=O)c1cnc2ccc(C)cn2c1=O	-12%
CCc1ccc(CNC(=O)c2c(C)oc3ncnc(N4CCOCC4)c23)cc1	-1%
Cc1cc(C(=O)C(C)OC(=O)c2cnccn2)c(C)n1-c1ccccc1 (stereo unspecified)	2%
Cc1ccc(S(=O)(=O)NC(CC(=O)OCc2ccccc2)C(=O)OCc2ccccc2)cc1 (stereo unspecified)	11%
O=C1[C@H]2[C@@H](c3ccccc3)N[C@]3(CCCN(CC4CCCCC4)C3=O)[C@H]2C(=O)N1Cc1ccccc1	6%
Nc1ncnn1Cc1ccccc1	14%
COc1cccc(C(=O)Nc2ccc3oc(-c4cccc5c(Br)cccc45)nc3c2)c1	-7%
O=C(O)CN1C(=O)C=CC1=O	2%
Cc1ccc(CN(C(=O)COc2ccc(C(C)C)cc2)C2CCS(=O)(=O)C2)o1 (stereo unspecified)	3%
COc1ccc(-n2ncc(C(C)NS(=O)(=O)c3cc(C)sc3C)c2C)cc1 (stereo unspecified)	-10%
Cn1c(SCC(=O)Nc2cccnc2)nnc1-c1ccccc1F	-4%
